TROY signal inh: TROY signaling inhibition; inhibition, % at 10 µM; 0.98% of 360,000 active; Q293 LMP1-TROYcd NF-kB luciferase reporter, 4 h;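 active means compounds whose plate-normalised and pattern-corrected inhibition of the luciferase reporter signal at the single screening dose is 50% or more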
TLR9-MyD88 inh: inhibitors of human TLR9-MyD88 binding | Q9NR96+Q99836 | CHO BLA complementation TLR9-MyD88, CCF4 FRET ratio | inhibition, % at 4.98 µM | 0.21% of 340,000 active | AID 504734;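 active means inhibition above the mean over all tested compounds plus 3 SD, cut at about 21% in these data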;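 further: 0% = DMSO only wells and 100% = clavulanate BLA inhibitor control wells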
Target sequence (Q99836 whole entry, looked up): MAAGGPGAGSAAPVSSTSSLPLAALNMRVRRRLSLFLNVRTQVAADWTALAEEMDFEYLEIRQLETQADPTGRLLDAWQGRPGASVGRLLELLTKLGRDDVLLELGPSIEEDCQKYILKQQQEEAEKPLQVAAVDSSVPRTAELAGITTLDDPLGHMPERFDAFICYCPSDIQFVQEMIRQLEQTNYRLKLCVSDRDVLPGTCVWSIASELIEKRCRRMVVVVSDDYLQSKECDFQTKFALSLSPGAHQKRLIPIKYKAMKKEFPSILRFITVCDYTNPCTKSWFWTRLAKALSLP
Target sequence (Q9NR96 whole entry, looked up): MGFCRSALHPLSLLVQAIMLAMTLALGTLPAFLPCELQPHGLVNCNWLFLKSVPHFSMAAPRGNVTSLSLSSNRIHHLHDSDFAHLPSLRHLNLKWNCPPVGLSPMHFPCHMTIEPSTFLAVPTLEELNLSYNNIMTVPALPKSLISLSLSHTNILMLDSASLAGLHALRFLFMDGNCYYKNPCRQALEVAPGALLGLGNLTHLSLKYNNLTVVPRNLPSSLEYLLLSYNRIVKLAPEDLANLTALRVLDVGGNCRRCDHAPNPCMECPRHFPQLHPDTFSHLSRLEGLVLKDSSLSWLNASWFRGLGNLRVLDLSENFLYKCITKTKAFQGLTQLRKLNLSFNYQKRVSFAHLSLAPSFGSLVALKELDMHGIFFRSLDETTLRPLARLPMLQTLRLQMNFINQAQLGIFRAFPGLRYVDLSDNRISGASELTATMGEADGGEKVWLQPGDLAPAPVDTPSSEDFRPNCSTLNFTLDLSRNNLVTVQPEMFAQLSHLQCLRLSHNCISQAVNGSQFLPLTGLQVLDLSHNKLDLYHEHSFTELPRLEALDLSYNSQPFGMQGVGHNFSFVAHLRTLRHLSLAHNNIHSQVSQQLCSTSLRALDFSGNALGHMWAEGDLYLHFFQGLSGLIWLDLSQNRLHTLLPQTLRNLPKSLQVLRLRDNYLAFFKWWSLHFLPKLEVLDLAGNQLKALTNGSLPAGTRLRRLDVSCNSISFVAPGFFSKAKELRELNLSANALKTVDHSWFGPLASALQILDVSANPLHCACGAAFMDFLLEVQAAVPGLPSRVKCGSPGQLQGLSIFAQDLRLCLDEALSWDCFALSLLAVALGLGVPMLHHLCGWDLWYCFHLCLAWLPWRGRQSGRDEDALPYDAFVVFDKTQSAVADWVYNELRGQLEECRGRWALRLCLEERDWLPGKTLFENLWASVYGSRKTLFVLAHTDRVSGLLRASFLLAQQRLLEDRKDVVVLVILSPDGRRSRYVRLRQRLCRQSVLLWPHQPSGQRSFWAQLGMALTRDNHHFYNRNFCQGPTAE
LMP1 NFkB inh: Epstein-Barr LMP1 NF-kappaB reporter inhibition; LMP1-induced NF-kappaB luciferase reporter cells, luminescence; inhibition, % at 12.5 µM; 0.69% of 350,000 active; AID 504558; in the data active means inhibition above about 41%;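 further: 0% = neutral control wells and 100% = reference inhibitor control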
NR5A2 inv ag: NR5A2 inverse agonism in reporter assay | O00482 | HEK293T StAR-luciferase reporter, LRH-1 transfected, 24 h | inhibition, % at 3.6 µM | 0.13% of 360,000 active | AID 602396;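 active means inhibition above the mean inhibition of all tested compounds plus 3 SD, cut at about 73% in these data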;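 further: 0% = DMSO wells and 100% = reporter-only cells lacking LRH-1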
Vif imaging: inhibitors of HIV Vif; HEK293T cells, Vif self-association by quenched fluorescence, imaging, 24 h; inhibition, % at 7.49 µM; 0.35% of 340,000 active; AID 602346; in the data active means inhibition above about 50%, passing the limit was not always enough; further: some results filed as inactive read as strong as hits
NOD2 RIPK2 PPI: NOD2-RIPK2 protein interaction inhibition; O43353; CHO BLA complementation NOD2-RIPK2, CCF4 ratio; inhibition, % at 4.98 µM; 0.38% of 360,000 active; AID 624267; in the data active means inhibition above about 21%;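 further: 0% = vehicle only and 100% = reference blocker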
NR2F2 inh: blocks human COUP-TFII nuclear receptor | P24468 | HEK293T NGFI-A luciferase reporter, luminescence | inhibition, % at 8.6 µM | 0.7% of 370,000 active;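 active means inhibition above a per-plate cutoff, mean inhibition of test wells between control levels plus 3 SD, cut at about 38% in these data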;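 further: cells cotransfected with COUP-TFII expression vector driving the NGFI-A reporter; 0% = median of COUP-TF2 test wells and 100% = reporter-only cells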
NCOA1 inh: inhibitors of human steroid receptor coactivator 1 (SRC1). 0.12% of 360,000 active. AID 588354. inhibition, % at 3.6 µM. HEK293 GAL4-SRC1 luciferase reporter, luminescence. Q15788;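 active means inhibition above the campaign mean plus 3 SD, with each screening campaign given its own cutoff, cut at about 60% in these data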;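 further: 0% = DMSO treated cells and 100% = gossypol at 36 µM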
SRC2 inh: human SRC2 (NCOA2) inhibition | Q15596 | HEK293 GAL4-SRC2 luciferase reporter, luminescence | inhibition, % at 9 µM | 0.17% of 370,000 active | AID 651957;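 active means inhibition above the mean inhibition of all tested compounds plus 3 SD, set per campaign, cut at about 52% in these data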;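 further: 0% = DMSO treated cells and 100% = cells given Gossypol at 36 µM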
SRC3 inh: inhibitors of human steroid receptor coactivator 3 (SRC3); inhibition, % at 3.6 µM; Q9Y6Q9; HEK293 GAL4-SRC3 luciferase reporter, luminescence; 0.17% of 360,000 active;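 active means inhibition above a per-campaign cutoff, the mean of all compounds plus 3 SD, cut at about 60% in these data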;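 further: 0% = DMSO-treated cells and 100% = gossypol-treated cells at 36 µM; higher means less SRC3-driven luciferase light from the GAL4 reporter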
TRAIL sens C8: caspase-8 TRAIL sensitization. inhibition (viability loss, TRAIL sensitization), % at 10 µM. AID 624354. 1% of 360,000 active. NB7+C8 cells + TRAIL, ATPlite viability luminescence;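 active means compounds causing at least 50% loss of cell viability in the single-dose screen, relative to plate controls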
* marks the source's active call; other numbers are inactive results; · = no result given.

SMILES	TROY signal inh	TLR9-MyD88 inh	LMP1 NFkB inh	NR5A2 inv ag	Vif imaging	NOD2 RIPK2 PPI	NR2F2 inh	NCOA1 inh	SRC2 inh	SRC3 inh	TRAIL sens C8
Cc1ccc(NC(=O)CN(C)C(=O)c2cccnc2Nc2cccc(C(F)(F)F)c2)cc1	17	-2	-2	12	-13	-6	1	-11	-2	9	18
CCN1CCN(C(=O)C2CCC(=O)N(Cc3cccc(C(F)(F)F)c3)C2)CC1 (centres undefined)	-2	3	-12	16	8	-12	9	-13	-18	20	-1
C=CCn1c(SCC(=O)N2CCOCC2)nnc1C(C)NC(=O)c1ccccc1 (centres undefined)	-1	5	-3	3	11	-2	-14	-28	12	10	-4
COC(=O)c1ccc(NC(=O)C(=O)c2cccn2C)cc1	18	-2	6	-147	-17	-12	-29	-129	-48	-130	62*
O=C1CCC([N+](=O)[O-])C(c2ccccc2Br)N1 (centres undefined)	-1	-7	12	-4	-4	-5	6	-2	-1	-1	12
CN(C(=O)Cn1nnc2ccccc2c1=O)C1CCCCC1	-17	-6	-6	5	1	2	-5	-14	6	-16	-25
Cc1nnc(SC(C)C(=O)Nc2ncc(Cl)cc2Cl)n1Cc1ccccc1 (centres undefined)	-1	-4	0	-4	4	-3	14	-22	-9	3	-20
Cc1[nH]c2ccccc2c1C(=O)C(=O)NC1CC1	-18	-9	2	5	-6	-7	0	-12	-6	-1	-9
COc1cc(O)c(C(CCN2CCCCC2)c2ccc3c(c2)OCO3)c(OC)c1 (centres undefined)	-14	1	6	-11	·	-1	-10	-8	-35	4	-5
CCCn1nc(NC(C)=O)c2cc3cccc(C)c3nc21	18	4	9	-3	-15	12	-17	6	-38	-15	-6
COc1ccc(N2CCN(C(=O)Cn3cnc4c(cnn4-c4ccccc4)c3=O)CC2)cc1	10	6	12	12	2	4	-7	-13	1	-3	1
Cc1[nH]n(-c2ccc([N+](=O)[O-])cc2)c(=O)c1C=NCC1CCCO1 (centres undefined)	-58	·	-26	-21	-2	-10	-31	-23	-4	-48	-10
CC(=O)c1cccc(NS(=O)(=O)c2ccc(N/C=C\C(=O)c3ccc(C)cc3)cc2)c1	24	-4	-9	-18	-10	-3	8	-2	-12	8	34
CCOc1ncccc1C(=O)OCC(=O)Nc1ccc2c(c1)OCO2	9	-5	33	8	0	-3	12	-9	6	2	0
CCO[C@H]1OC(C(=O)O)=C[C@@H](C2CCCCC2)[C@@H]1CCCO	5	-2	2	-18	-1	-3	-8	-8	13	-13	-5
Clc1cccc(Cl)c1CO/N=C/c1c(-c2ccccc2)nc2n1CCS2	8	-11	2	-1	-2	-3	6	7	-21	10	12
O=C(Nc1ccccc1)c1ccc(OC(=O)c2ccccc2)cc1	-49	-5	4	-12	-1	-2	0	7	-26	10	6
O=C1C=C(C#Cc2ccc(Oc3ccccc3)cc2)C[C@@H](c2ccc(F)cc2)C1	-2	-9	-14	-17	3	4	-4	1	2	16	-5
COc1ccc(N2C(=O)[C@@H]3[C@H](C2=O)[C@H](C(C)=O)N2c4ccccc4C=C[C@@H]32)cc1	-29	5	-3	-9	3	5	3	11	-26	-12	1
CCOc1ccc(S(=O)(=O)Nc2ccccc2C(=O)N2CCOCC2)cc1	-3	-5	2	4	12	-5	5	6	-1	1	-3
CC(=O)N1CCc2cc(S(=O)(=O)CCC(=O)NCCc3ccc(Cl)cc3)ccc21	7	-4	2	13	0	-2	5	-2	7	1	10
COc1ccc(NC(=O)c2cccc(NC(=O)c3ccccc3)c2)cc1	-26	-10	-25	-38	-1	-3	-40	-46	-46	-22	-1
COc1cccc(C(=S)N2CCOCC2)c1OS(=O)(=O)c1ccc(Cl)cc1	-3	-2	-9	4	5	-10	12	4	5	-5	-12
O=C(CSc1cc(Cl)ccc1Cl)NC1CCCC1	-20	-7	-4	-16	-6	0	-17	9	20	10	19
COc1ccc(-c2c3c(nc4sc(C(=O)Nc5cc(C)on5)c(N)c24)CCC3)cc1	8	16	3	-7	-1	5	-2	3	-17	5	-13

Further results:
SMILES	TROY signal inh	TLR9-MyD88 inh	LMP1 NFkB inh	NR5A2 inv ag	Vif imaging	NOD2 RIPK2 PPI	NR2F2 inh	NCOA1 inh	SRC2 inh	SRC3 inh	TRAIL sens C8
COc1ccc(C(=O)Nc2ccccc2C(=O)N/N=C/c2ccncc2)cc1OC	-17	-7	32	-87	-1	-9	-14	-156	-43	-45	94*
O=S(=O)(CCc1nc2ccccc2s1)c1ccc2ccccc2c1	19	2	3	6	-6	-1	3	-21	-20	2	-16
CCOc1ccccc1NC(=O)Nc1cc(S(=O)(=O)N(C)C)ccc1C	-1	4	-4	23	-13	-8	7	-21	11	20	-13
C/C(=N\NC(=O)c1cccc(S(=O)(=O)N2CCCC2)c1)c1ccc(C)cc1	-28	-3	-17	6	-10	-1	-12	12	16	-3	-3
CC(=O)Nc1ccc(NC(=O)c2cccc3c2-c2ccccc2C3=O)cc1	0	-9	-3	20	-2	5	-6	-3	-30	1	0
CCOc1ccc(C=NNc2ccc(S(=O)(=O)Nc3ccccc3C(=O)O)cc2[N+](=O)[O-])cc1OC	22	-5	-7	2	5	3	·	11	·	-11	10
Cc1cccc(N(Cc2ccccc2)C(=O)c2cccc(S(=O)(=O)N3CC(C)OC(C)C3)c2)c1 (centres undefined)	-13	-3	4	4	-3	3	15	-15	-17	-19	-8
CCN(CC)C(=O)C(=O)Nc1ccc(OC)c(Cl)c1	-16	14	-6	-1	0	-1	-24	-22	-4	-3	-3
CCCCn1c(N)c(Sc2ccc(C)cc2)c(=O)[nH]c1=O	3	9	8	-2	1	1	7	-3	-1	13	-5
CCOc1ccccc1NC(=O)NC1(C(=O)N2CCN3CCCC3C2)CCCCC1 (centres undefined)	20	-5	-5	0	4	-7	-30	0	11	9	-2
O=C(CCN1C(=O)c2ccccc2C1=O)NCc1ccc(Cl)cc1	1	2	-1	-17	22	-3	3	8	19	14	-21
CCOC(=O)CNc1nc(Cl)c(C#N)s1	-12	-3	-16	-2	0	0	-16	2	-14	1	-9
O=S(=O)(NC1=NCCCCC1)c1cccs1	-4	-11	-5	-22	-4	-7	13	0	-12	9	7
COc1ccc(Cc2nc3ccc(C(=O)NC4CCOC4)cc3o2)cc1 (centres undefined)	-19	4	-17	2	4	3	-7	-13	2	1	-5
O=[N+]([O-])c1ccccc1CNCCO	3	-2	0	-15	6	1	7	-7	-14	-21	-27
COc1cccc(-c2cc3nc(NCc4ccccc4OC)n(C)c(=O)c3s2)c1	-20	·	·	-20	-6	-8	-9	-17	-11	-6	1
CCCCCCCCC(=O)O	-1	·	·	3	7	-18	·	-2	·	0	5
COc1ccc(NC(=O)C2CCN(C(=O)c3cccs3)CC2)cc1	-20	-7	-5	3	·	-2	13	5	6	-2	7
O=C(/C=C/c1ccccc1Cl)c1cccnc1	23	-5	4	-2	-15	-6	9	-1	-10	8	10
COc1ccc2[nH]c(C)c(CCN3C(=O)C4C5C=CC(C5)C4C3=O)c2c1 (centres undefined)	-4	-12	5	15	5	4	0	12	-15	-2	-11
COC(=O)c1sc(-c2ccc(C(C)(C)C)cc2)cc1NC(=O)CCC(=O)O	0	·	·	-51	-4	-16	-20	-45	-10	-27	-8
COc1ccc(C(c2nnnn2Cc2cccs2)N2CCC(C(N)=O)CC2)c(OC)c1 (centres undefined)	0	2	-1	10	-5	-7	3	-2	-17	15	-8
C/C(=N\NC(=O)c1cc(-c2cccc(OC(C)C)c2)nc2ccccc12)c1cccnc1	-31	1	-5	10	0	3	6	-12	5	-7	37
CC(=O)N(C)c1ccc(OCC(O)Cn2c(C)nc3ccccc32)cc1 (centres undefined)	7	-4	7	20	-4	-8	36	12	-1	28	-4
CCn1c(SCC(=O)Nc2ccc(F)cc2)nnc1-c1cnccn1	10	2	-3	6	-1	-5	-6	10	-32	-20	-17

Further entries follow:
SMILES	TROY signal inh	TLR9-MyD88 inh	LMP1 NFkB inh	NR5A2 inv ag	Vif imaging	NOD2 RIPK2 PPI	NR2F2 inh	NCOA1 inh	SRC2 inh	SRC3 inh	TRAIL sens C8
O=C(NC(=S)NCc1cccnc1)c1cc2ccccc2o1	-10	-3	-5	-25	-12	-2	-21	-18	5	-10	-9
CC1(C(=O)NS(=O)(=O)c2cccc(Cl)c2)CCN1C(=O)CCc1ccc(Cl)cc1Cl (centres undefined)	-11	·	·	-1	-3	-8	-2	12	7	-3	-16
O=c1[nH]c(=O)n2ncnc2[nH]1	0	-5	-3	9	·	-4	-5	2	-47	-2	2
C[C@H]1CN([C@@H](C)CO)C(=O)c2cc(Br)cnc2O[C@@H]1CN(C)C(=O)NC1CCCCC1	-9	4	7	-2	-5	3	21	-11	-13	-3	-20
Cc1cc(F)ccc1S(=O)(=O)Nc1ccccc1C(=O)Nc1ccccc1N1CCOCC1	18	1	-7	4	-7	0	-6	8	-4	-32	1
Cc1occc1C(=O)Nc1cc(C(F)(F)F)ccc1Cl	-9	-3	2	-11	2	0	-3	4	-34	-7	-2
CN1/C(=C\C(=O)COC(=O)c2ccc(O)cc2)C(C)(C)c2ccccc21	23	6	-1	7	-16	1	20	-9	-10	9	2
Cc1ccc(Cl)cc1N1CCN(Cc2cc3c(cc2O)CCC3)CC1	-6	0	6	-31	-8	-5	-6	11	-7	-4	6
Cc1cc(C)cc(NS(=O)(=O)c2ccc3[nH]c(=O)ccc3c2)c1	16	2	3	14	-6	2	4	25	-5	12	13
COc1ccc(S(=O)(=O)N2CCNCC2)cc1OC	-29	3	-6	5	6	10	-8	-1	-2	8	2
O=CNC(=O)c1ccccc1C(=O)O	2	-4	-10	-8	5	8	4	6	-15	-18	8
CCCc1nc2ccc(NC(=O)c3ccco3)cc2c(=O)n1Cc1ccc(Cl)cc1	-14	-1	-4	-6	-7	4	-2	-31	-18	-54	-14
CN(C)CCCCOc1ccc(Br)cc1Cl	-25	7	1	-11	-2	3	-17	-22	-20	4	-3
CCn1c(=S)sc2c(=O)n(CC(=O)Nc3ccccc3)c(C)nc21	1	-1	12	5	-3	3	-18	5	-19	8	-8
C=CCSc1nc2sc(C)c(C)c2c(=O)n1CC=C	14	-13	-5	6	·	-4	6	-3	3	-8	1
Cc1c(OCc2ccccc2)c(=O)ccn1Cc1ccccc1	-28	0	-15	-101	1	2	-14	-23	-16	-41	-13
CCOc1ccc(NC(=O)CCC(=O)O)cc1	0	-19	7	-23	9	-8	2	-11	0	-7	-6
O=C(Nc1ccccc1N(C(=O)c1ccco1)S(=O)(=O)c1cccs1)c1ccco1	32	2	9	-4	-7	-6	3	-7	-6	-18	6
Cc1ccc2c(c1)-c1c(cnn1CC(=O)Nc1ccccc1N1CCN(C)CC1)CO2	-11	-12	7	-3	4	-13	-6	7	-12	13	-13
O=C(COC(=O)c1ccccc1SCC(=O)N1CCCC1)NC1CCS(=O)(=O)C1 (centres undefined)	-22	-1	-3	-9	-1	-3	-3	-12	9	-17	-20
OCC[C@@H]1C[C@@H](O)[C@H](O)[C@@]2(CCCCO2)O1	-11	10	1	13	-9	-4	-7	-5	11	5	-24

Results in NOD2 RIPK2 PPI (two entries from above):
SMILES | NOD2 RIPK2 PPI
OCC[C@@H]1C[C@@H](O)[C@H](O)[C@@]2(CCCCO2)O1 | -4
O=C(NC(=S)NCc1cccnc1)c1cc2ccccc2o1 | -2

High-throughput results (PubChem)

The list is partial (hit frequency here may not be typical).
